# GALK inhibitor: qHTS Assay for Inhibitors of Human Galactokinase (GALK); P51570; Purified GALK, Kinase-Glo residual ATP luminescence; Potency, µM (highest dose often 57.5 µM), for the others: at the top dose activity change, negative = inhibition, actives largely listed as inhibitors; 270,000 compounds, 0.007% hits; AID 1868, 2009; note: potency is the fitted concentration of half-maximal effect
#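 ATP-depletion format; final 35 uM ATP, 100 uM D-galactose, 5 nM enzyme; pH 8.0 HEPES/Mg2+ buffer; 60 min RT; luminescence read 10 min after detection reagent.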
# FBPA coupling cs: qHTS Assay for Inhibitors of Fructose-1,6-bisphosphate Aldolase from Giardia Lamblia: Coupling assay counterscreen; activity change, negative = inhibition, % at 58.2 µM, hits read low; coupling enzyme system counterscreen, AmpLite Red fluorescence; 290,000 compounds, 0.67% hits; AID 2472, 2010; in the data active = activity change below about -30%
#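 Compounds tested against the coupling enzymes alone at 57.5 uM final; readout was AmpLite Red fluorescence (525/598 nm) after 20 min at RT.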
# USP2a block: qHTS Assay for Inhibitors of Ubiquitin-specific Protease USP2a Using CHOP2 as the Reporter; 330,000 compounds, 0.01% hits; USP2 core, Ub-CHOP2 coupled fluorogenic reporter, 485/531; Ubiquitin carboxyl-terminal hydrolase 2 (Homo sapiens), O75604; Potency, µM (highest dose often 38.3 µM), for inactives: at the highest dose activity change, negative = inhibition, usual class: inhibitors;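 note: potency is the fitted concentration of half-maximal effect; plate controls were DMSO wells for no effect and full inhibition by NEM control for full effect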
#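 USP2 core (10nM final) preincubated 30min RT with compound in 20mM Tris-HCl pH 8.0, 2mM CaCl2, 2mM beta-mercaptoethanol, 0.05% CHAPS; 25nM Ub-CHOP2 plus 25nM reporter substrate added, fluorescence (Ex485/Em531) read after 60min.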
# hERG WT inh: qHTS for Inhibitors of KCHN2 3.1: Wildtype qHTS; U2OS, BacMam KCNH2, thallium flux FluxOr; stronger effect = lower value; activity change, % at 1.84 µM; 340,000 compounds, 0.37% hits; AID 720551, 2013;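 active = maximum activity change below -70%; inconclusive = maximum activity change between -70% and -50%; inactive = maximum activity change above -50%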
#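 U2OS cells transduced with wild-type KCNH2 virus are loaded with FluxOr dye for 45 min, and thallium flux is measured in kinetic reads before and after stimulation buffer. Rate constants are normalized to DMSO controls.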
# Giardia kill: Small Molecules that selectively kill Giardia lamblia: qHTS | Giardia lamblia trophozoite viability | activity change, % at 7.66 µM, hits read low | AID 540267, 2011 | 340,000 compounds, 0.15% hits; in the data active = activity change below about -80%; inconclusive = between about -30% and that limit;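 note: parasites exposed to compound for two days anaerobically before the ATP read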
#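 Media and compound were dispensed first, then trophozoites at 100 cells/well; plates sat 48 hrs at 37 deg C without oxygen before ATP luminescence reagent was added and read after 15-30 min at room temperature.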
# B2AR arrestin: qHTS assay of beta-arrestin-biased ligands of beta2-adrenergic receptor. Beta-2 adrenergic receptor (Homo sapiens), P07550. beta-arrestin recruitment to beta2AR, cell-based reporter. Potency, µM (highest dose often 46.1 µM), for inactives: at the highest dose activation, hits mostly activators. 330,000 compounds, 0.02% hits. AID 492947, 2010;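 note: potency is the fitted concentration of half-maximal effect; 0% = DMSO controls and full agonism = EC100 isoproterenol or metaproterenol; nearly all actives have a fitted effect of over 65% in size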
# Target sequence (P07550 whole entry, looked up): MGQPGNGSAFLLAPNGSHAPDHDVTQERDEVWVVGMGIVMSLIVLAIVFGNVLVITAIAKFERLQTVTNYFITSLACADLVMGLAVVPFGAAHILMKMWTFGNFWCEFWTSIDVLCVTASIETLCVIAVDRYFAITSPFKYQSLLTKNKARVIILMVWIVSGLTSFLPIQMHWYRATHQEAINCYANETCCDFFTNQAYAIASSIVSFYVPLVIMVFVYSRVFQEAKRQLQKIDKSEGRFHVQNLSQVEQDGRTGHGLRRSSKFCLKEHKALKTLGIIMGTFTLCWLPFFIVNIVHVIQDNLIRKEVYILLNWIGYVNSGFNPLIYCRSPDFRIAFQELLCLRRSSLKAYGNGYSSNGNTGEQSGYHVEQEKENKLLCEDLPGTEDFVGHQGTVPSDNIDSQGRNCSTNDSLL
# KCNH2 3.1 inh: qHTS for Inhibitors of KCHN2 3.1: Mutant qHTS | U2OS KCNH2 3.1, thallium flux FluxOr; stronger effect = lower value | Potassium voltage-gated channel subfamily H member 2, brain isoform KCNH2 3.1 (human) | activity change, % (tested at about 1.8 µM) | 340,000 compounds, 0.95% hits | AID 720553, 2013;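 active = maximum activity change below -70%; inconclusive = maximum activity change from -70% to -50%; inactive = maximum activity change above -50%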;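 note: thallium influx rate constant from kinetic fluorescence after stimulation buffer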
#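 U2OS cells transduced with KCNH2 3.1 mutant virus (1.77 x 10^8 /mL, 4 h), plated overnight at 37 C, loaded 45 min with FluxOr dye plus Red40 quencher. Thallium flux rate constant from kinetic reads after stimulation buffer, normalised to controls.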
# BCR signal inh: qHTS Assay to Find Inhibitors of Chronic Active B-Cell Receptor Signaling | ABC-DLBCL IkBa-CBG/CBR reporter, luminescence ratio, 4 h | Potency, µM (titrated, usually from 46.1 µM), for the others: at the highest dose ratio change, negative = lower green/red ratio, actives largely listed as inhibitors | 340,000 compounds, 0.05% hits; active = well fitted inhibition curve with a large enough effect in the signal ratio, with a control signal flat, not every such curve was filed as active; inconclusive = small, poorly fitted or top-dose-only effect, or effect the other way, or a change in a side signal; the % refers to the signal ratio;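 note: potency is the fitted concentration of half-maximal effect; plate controls were basal doxycycline-induced cells for no effect and cells given 10 µM MG132 for full effect; MG132 reads +100%, hits lower the ratio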
#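 TMD8 ABC-DLBCL cells carrying doxycycline-inducible green luciferase fused to IkappaBalpha plus unfused red luciferase were exposed to compounds (up to 46 uM) for 4 hrs at 37C. Activity came from the overlap-corrected green/red luminescence ratio.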
# uPA generation: qHTS for Inhibitors of Cell Surface uPA Generation | cell surface uPA generation assay, qHTS | Potency, µM (titrated, usually from 38.3 µM), for inactives: at the top dose activity change, negative = inhibition, most hits filed as inhibitors | 330,000 compounds, 0.31% hits | AID 540303, 2011; active = well fitted inhibition curve with a large enough effect; inconclusive = small, poorly fitted or top-dose-only effect; inactive = no such curve, though single readings can be large or run the other way; tested in mouse RAW 264.7 cells; note: potency is the fitted concentration of half-maximal effect; nearly all actives have a fitted effect of over 55% in size
# PKM2 activator: qHTS Assay for Activators of Human Muscle isoform 2 Pyruvate Kinase; Pyruvate kinase PKM (Homo sapiens), P14618; purified PKM2, Kinase-Glo ATP luminescence, activation; response scale: 0% is enzyme alone, no compound; Potency, µM (doses to about 57.5 µM), for the others: at the top dose activation, actives largely listed as activators; 260,000 compounds, 0.34% hits; note: potency is the fitted concentration of half-maximal effect; nearly all actives have a fitted effect of over 55% in size
# Target sequence (P14618 whole entry, looked up, canonical isoform): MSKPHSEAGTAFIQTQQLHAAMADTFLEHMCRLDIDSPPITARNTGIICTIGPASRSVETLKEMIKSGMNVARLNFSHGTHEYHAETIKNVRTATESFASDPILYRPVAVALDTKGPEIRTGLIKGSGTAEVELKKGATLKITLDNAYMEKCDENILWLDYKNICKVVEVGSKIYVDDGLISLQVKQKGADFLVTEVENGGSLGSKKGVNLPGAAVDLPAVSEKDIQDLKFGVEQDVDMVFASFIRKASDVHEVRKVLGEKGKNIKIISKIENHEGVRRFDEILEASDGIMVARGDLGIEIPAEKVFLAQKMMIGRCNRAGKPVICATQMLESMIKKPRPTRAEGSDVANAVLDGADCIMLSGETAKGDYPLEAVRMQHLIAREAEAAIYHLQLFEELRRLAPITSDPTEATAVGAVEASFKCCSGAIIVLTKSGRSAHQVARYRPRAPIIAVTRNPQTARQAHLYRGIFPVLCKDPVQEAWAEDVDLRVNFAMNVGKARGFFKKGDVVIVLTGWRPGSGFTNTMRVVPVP
#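 Purified hPK-M2 (>95% pure) converted ADP (0.1 mM final) to ATP with 0.5 mM PEP in 50 mM imidazole pH7.2, KCl, MgCl2, Tween 20, BSA; 1 h at room temperature. ATP detected by Kinase-Glo luminescence.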
# Eya2 phos inh: qHTS Assay for Inhibitors of the Phosphatase Activity of Eya2. recombinant Eya2, OMFP fluorescence dephosphorylation (OMFP is methylfluorescein phosphate). 330,000 compounds, 0.006% hits. Protein phosphatase EYA2 (Homo sapiens), O00167. Potency, µM (titrated, usually from 76.9 µM), inactives show top-dose activity, negative = inhibition, actives largely listed as inhibitors. AID 488837, 2010; note: potency is the fitted concentration of half-maximal effect
#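 Eya2 (0.2 uM) preincubated 10 min at ambient with compound, then OMFP substrate added at 50 uM; 10 min reaction in 50 mM HEPES pH 7.5, 50 mM NaCl, 5 uM MgCl2, 0.05% BSA, 1 mM DTT. Fluorescence read at Ex 485/Em 525 nm.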
# * marks the source's active call; other numbers are inactive results; ? = inconclusive; / = no result given. Unless noted, calls come from the whole dose curve; as a rule, active = well fitted curve in the direction sought with a large enough effect; inconclusive = small, poorly fitted or top-dose-only effect, or another doubt; inactive = no such curve, though single readings can be large; an effect the other way counts as inactive or inconclusive. Unless noted, % is set by controls: 0 for no effect and ±100 for the full control effect. This is a random part of the collection, and some 2.4% of all compounds hit somewhere here.
SMILES,GALK inhibitor,FBPA coupling cs,USP2a block,hERG WT inh,Giardia kill,B2AR arrestin,KCNH2 3.1 inh,BCR signal inh,uPA generation,PKM2 activator,Eya2 phos inh
CCOc1ccc(CCNC(=O)c2cccc(S(=O)(=O)N3CCCC3)c2)cc1OCC,/,/,-0.6%,-6.0,-13.2,0.3%,-32.5,?,0.8%,/,5.7%
O=C(Nc1cccc(Cl)c1)NC1(C(=O)NCc2cccs2)CCCCC1,1.1%,-4.0,-0.4%,12.4,-12.1,-0.1%,-7.2,6.7%,5.0%,-12.2%,-4.0%
Cc1ccc(S(=O)(=O)Cc2cn3cccnc3n2)cc1,5.0%,3.1,0.0%,-18.7,5.6,0.8%,-6.3,4.3%,10.8%,8.0%,-3.4%
CCc1ccc(C(=O)c2cncc(Br)c2)cc1,0.9%,3.0,/,-1.6,-9.2,/,23.8,/,4.0%,-5.0%,/
CCC(C)(C)n1nnnc1C(c1cc2cc(C)cc(C)c2[nH]c1=O)N1CCCC1 (configuration not stated),2.5%,-7.6,1.0%,22.8,2.6,0.3%,2.8,-9.9%,/,-0.8%,-5.6%
COc1cc2c(c(OC)c1)C(c1cccc(OC)c1OC)CC(=O)N2 (configuration not stated),-0.4%,0.8,2.1%,-4.2,8.9,-0.8%,2.8,-23.9%,-20.9%,-0.5%,-24.6%
COc1ccccc1NC(=O)c1ccc2c(=O)n3c(nc2c1)CCC3,/,/,-0.6%,0.4,-21.0,0.4%,8.5,-0.9%,-5.5%,/,4.6%
O=C(Nc1ccc2c(c1)OCCO2)C(c1ccc(F)cc1)N1CCCCC1 (configuration not stated),0.8%,0.5,1.4%,-2.7,-0.2,0.0%,-5.8,3.3%,0.3%,5.8%,10.4%
C=C(C)COc1ccc2c(CC)cc(=O)oc2c1C,1.3%,-0.2,1.6%,6.0,4.4,-1.4%,-20.0,-10.2%,-2.2%,-1.5%,-4.6%
Cc1nc(Nc2ccc(O)cc2)c2c3c(sc2n1)CCCC3,-2.3%,-5.0,1.8%,0.1,-2.3,3.3%,2.7,0.4%,0.0%,16.4%,8.2%
O=C1/C(=C\Nc2ccccc2)CCN1c1ncccn1,2.5%,0.5,0.9%,45.9,-3.5,0.3%,/,?,-2.8%,-1.3%,12.8%
O=C(CSCc1ccccc1)N/N=C/c1ccccc1OCc1ccccc1,3.7%,-3.3,-5.7%,-1.0,-1.0,-0.4%,6.1,-13.1%,0.5%,-4.1%,-10.7%
COc1cccc(NC(=O)c2ccc(OC(F)(F)F)cc2)c1,/,/,2.0%,7.0,-26.5,0.4%,-3.2,?,?,/,3.5%
COc1ccc(S(=O)(=O)Nc2ccccc2C(=O)N2CCOCC2)cc1Br,3.7%,/,0.0%,1.3,?,0.3%,-8.3,0.0%,4.6%,/,-2.1%
Cn1c(=O)c2sccc2n(Cc2ccc(Br)cc2)c1=O,-3.1%,0.5,0.8%,-2.4,3.5,-0.7%,5.9,-2.4%,-7.0%,0.3%,-2.0%
Cc1noc(C(=O)Nc2cccnc2)c1Cl,2.1%,-2.7,-1.1%,-1.1,21.8,0.0%,1.2,22.1%,-6.9%,-7.8%,-9.7%
CC1CCN(CCC(=O)N2CCCc3c2c(=O)oc2ccc(O)cc32)CC1,-0.9%,-1.6,3.4%,-6.5,1.8,0.5%,7.1,?,-7.4%,4.7%,8.8%
Cc1cccc(C2(c3cccc(C)c3)CC2C(=O)Nc2ccc([N+](=O)[O-])cc2O)c1 (configuration not stated),-0.1%,-19.2,-10.3%,-6.2,15.4,-0.7%,-4.2,3.0%,-8.7%,-0.5%,-14.0%
CCOC(=O)N1CCC(N2CCCC(C(=O)c3cc(F)ccc3OC)C2)CC1 (configuration not stated),2.8%,-4.0,-4.2%,-7.2,20.2,-0.2%,/,5.3%,-1.9%,-0.7%,-1.9%
O=C(c1ccncc1)N1CCN(CCc2ccccc2)CC1,2.5%,0.8,-0.6%,-1.7,-16.1,4.6%,-15.2,9.3%,2.1%,0.0%,-9.2%
CC(C)CNC(=O)c1cc(=O)[nH]c2ccc(S(=O)(=O)Nc3ccc(F)cc3)cc12,-2.9%,2.1,1.7%,7.5,6.9,-0.5%,6.1,1.3%,1.5%,-1.6%,-13.1%
COC(=O)c1c(N)c(C#N)c(C)n1-c1ccccc1,5.9%,1.1,1.6%,-4.1,0.1,0.0%,7.3,?,0.4%,4.3%,4.9%
O=C(Nc1ccc(S(=O)(=O)NCC2CCCO2)cc1)c1cccc(F)c1 (configuration not stated),6.3%,0.6,-0.8%,-3.9,-5.3,-0.5%,-0.4,-12.4%,2.3%,0.0%,-20.9%
O=C1NC(c2ccc3c(c2)OCO3)Oc2ccccc21 (configuration not stated),9.1%,-1.4,-3.0%,-6.1,1.1,0.3%,-3.9,-5.4%,-1.8%,1.9%,21.8%
COC(=O)c1ccc(/C=N/NC(=O)C2CC(=O)N(c3ccc(OC)cc3)C2)cc1 (configuration not stated),3.7%,0.5,1.0%,11.3,-6.8,-0.3%,9.1,-2.9%,7.5%,-0.1%,-2.8%
c1ccc(-c2ccc(-n3ccnc3)cc2)cc1,2.9%,-2.8,1.9%,10.9,-16.9,-0.5%,-12.6,?,-11.3%,-12.3%,1.6%
O=C(O)CC1(CC(=O)NCc2cc(F)cc3c2OCOC3)CCCCC1,-1.7%,4.4,1.9%,8.0,-4.9,3.3%,-5.6,0.0%,2.4%,9.1%,-0.9%
Cc1c(C(=O)N2CCCCC2)c(S(=O)(=O)N2CCC(C)CC2)c(C)n1C,-1.6%,1.2,1.4%,-5.5,-5.0,0.4%,-1.8,3.4%,-2.1%,-0.6%,3.5%
NC(Cc1c[nH]c2ccccc12)C(=O)NCc1ccccc1 (configuration not stated),4.9%,2.1,0.2%,4.6,9.6,0.0%,30.0,-1.8%,2.6%,-1.2%,-0.2%
O=C(NCCCn1ccnc1)c1csc2ccccc12,0.6%,1.5,3.0%,-16.0,11.4,-0.1%,-1.4,-2.9%,/,-6.0%,-3.4%
COC(=O)C1=C(C)N(c2cc(Cl)cc(Cl)c2)C(=O)C1,0.4%,0.9,-1.0%,-1.3,5.9,0.3%,-6.1,?,-9.8%,15.4%,-5.1%
COc1ccc(N(CC(=O)N/N=C/c2ccc(OC)cc2OC)S(=O)(=O)c2ccccc2)cc1,-1.3%,0.3,-3.1%,-9.3,-13.2,-1.0%,5.5,3.6%,6.2%,/,?
N#CC1=C(N)N(c2ccccc2Sc2ccccc2)C(=O)C1,-1.8%,0.5,0.5%,1.9,-11.0,0.0%,3.7,-5.0%,-0.8%,0.7%,-18.4%
O=C(NC1CCCCC1)C(c1ccc(F)cc1)N(CCCN1CCOCC1)C(=O)c1ccc(CN2CCOCC2)o1 (configuration not stated),0.0%,-0.5,-0.6%,-8.4,6.4,0.2%,2.3,6.0%,-5.8%,3.0%,-8.8%
CCc1ccc(Nc2cnn(C34CC5CC(CC(CC(=O)O)(C5)C3)C4)c(=O)c2Cl)cc1,-1.9%,5.2,1.0%,3.1,11.4,0.1%,-13.9,-7.9%,1.9%,3.6%,2.7%
CC(=O)c1ccc(N2CCN(C(=O)CCCn3c(=O)[nH]c4ccsc4c3=O)CC2)cc1,-1.7%,6.6,-0.2%,18.2,15.6,-0.4%,-6.8,-6.4%,-5.0%,-5.4%,-3.8%
CSC(=S)N/N=C/c1ccc(Br)cc1,6.2%,-2.4,2.1%,6.3,-11.2,-0.3%,17.2,?,2.5%,-1.6%,-16.3%
COc1ccc(S(=O)(=O)N2CCOCC2)cc1NC(=O)CN1CCN(C)CC1,/,/,0.7%,5.6,?,0.1%,19.2,3.8%,-2.8%,/,12.5%
Cc1cc(C(=O)CSc2nnc(-c3ccccc3)n2Cc2ccc3c(c2)OCO3)c(C)n1C,-0.2%,5.1,1.2%,-11.2,1.5,-0.9%,-0.7,-4.5%,2.3%,5.1%,-12.3%
COc1ccc(CCC(=O)OCC(=O)NCc2ccccc2)cc1,/,/,4.2%,12.3,22.3,0.3%,3.9,2.3%,1.8%,/,-16.7%

# Compound activity from PubChem.
